KCNH2 3.1 block = KCNH2 3.1 (human) potassium channel inhibition | U2OS KCNH2 3.1, thallium flux FluxOr; stronger effect = lower value | AID 720553 | 0.95% of 340,000 active | activity change, % (tested at about 1.8 µM);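 active means maximum activity change below -70%; inconclusive means maximum activity change from -70% to -50%; inactive means maximum activity change above -50%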;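 further: thallium influx rate constant from kinetic fluorescence after stimulation buffer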
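FluxOr-based Tl+ influx in U2OS cells transduced with KCNH2 3.1 virus; rate constants normalized to DMSO controls.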
GALK inhibitor = galactokinase (human) inhibition; 0.007% of 270,000 active; Purified GALK, Kinase-Glo residual ATP luminescence; P51570; Potency, µM (titrated, usually from 57.5 µM), inactives show at the highest dose activity change, negative = inhibition, actives largely listed as inhibitors; AID 1868; further: potency means the concentration at half of the fitted maximal effect
Target sequence (P51570 whole entry, looked up): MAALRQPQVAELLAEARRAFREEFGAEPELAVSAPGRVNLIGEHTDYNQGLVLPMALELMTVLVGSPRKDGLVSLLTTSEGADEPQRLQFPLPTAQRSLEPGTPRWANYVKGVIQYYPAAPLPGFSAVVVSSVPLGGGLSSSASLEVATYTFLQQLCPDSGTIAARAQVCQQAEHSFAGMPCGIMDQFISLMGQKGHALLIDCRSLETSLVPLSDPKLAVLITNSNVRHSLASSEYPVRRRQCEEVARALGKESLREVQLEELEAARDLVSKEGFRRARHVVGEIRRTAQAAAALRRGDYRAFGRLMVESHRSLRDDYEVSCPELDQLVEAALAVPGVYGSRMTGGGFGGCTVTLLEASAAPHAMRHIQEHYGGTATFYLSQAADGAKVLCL
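Compounds were pin-transferred into ATP buffer (35 uM final), then GALK plus galactose (5 nM, 100 uM final) was added. After 1 h at room temperature, Kinase-Glo Plus was added and luminescence read after 10 min.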
PKM2 activator = increases activity of human pyruvate kinase M2. Potency, µM (titrated, usually from 57.5 µM), without a hit: at the highest dose activation, hits mostly activators. 0.34% of 260,000 active. purified PKM2, Kinase-Glo ATP luminescence, activation; response scale: 0% is enzyme alone, no compound. P14618; further: potency means the concentration at half of the fitted maximal effect; nearly all actives have a fitted effect of over 55% in size
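Kinase-Glo luminescence reports ATP generated from ADP (0.1 mM) and PEP (0.5 mM) by purified hPK-M2 after 1 h at room temperature, pH 7.2 imidazole buffer; intermediate enzyme activity allows detecting inhibitors and activators.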
uPA surface inh = blocks generation of uPA at the cell surface; cell surface uPA generation assay, qHTS; Potency, µM (titrated, usually from 38.3 µM), for the others: top-dose activity change, negative = inhibition, usual class: inhibitors; 0.31% of 330,000 active; active means well fitted inhibition curve with a large enough effect; inconclusive means small, poorly fitted or top-dose-only effect; inactive means no such curve, though single readings can be large or run the other way; tested in mouse RAW 264.7 cells; further: potency means the concentration at half of the fitted maximal effect; nearly all actives have a fitted effect of over 55% in size
BCR signal inh = blocks chronic active B-cell receptor signaling; ABC-DLBCL IkBa-CBG/CBR reporter, luminescence ratio, 4 h; Potency, µM (titrated, usually from 46.1 µM), for inactives: top-dose ratio change, negative = lower green/red ratio, hits mostly inhibitors; 0.05% of 340,000 active; AID 493014; active means well fitted inhibition curve with a large enough effect in the signal ratio, with a control signal flat, not every such curve was filed as active; inconclusive means small, poorly fitted or top-dose-only effect, or effect the other way, or a change in a side signal; the % refers to the signal ratio;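 further: potency means the concentration at half of the fitted maximal effect; plate controls were basal doxycycline-induced cells for no effect and cells given 10 µM MG132 for full effect; MG132 reads +100%, hits lower the ratio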
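TMD8 human ABC-DLBCL cells with doxycycline-inducible IκBα–green luciferase fusion and unfused red luciferase, in 0.5% FBS medium; compounds up to 46 uM, 4 h at 37C. Green/red luminescence ratio, filter-overlap corrected, fitted to concentration-response curves.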
FBPA coupling cs = counter-screen for Giardia aldolase inhibitors: coupling enzyme system. activity change, negative = inhibition, % at 58.2 µM, hits read low. 0.67% of 290,000 active. coupling enzyme system counterscreen, AmpLite Red fluorescence; in the data active means activity change below about -30%
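Fluorescence at 525 nm excitation and 598 nm emission measured inhibition of the coupled detection system without aldolase. Compounds (at 57.5 uM final) were preincubated 10 min at room temperature with coupling enzyme reagent before a 20 min substrate/AmpLite Red step.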
hERG WT inh = KCNH2 (human, wildtype) channel inhibition. Q12809. U2OS, BacMam KCNH2, thallium flux FluxOr; stronger effect = lower value. activity change, % at 1.84 µM. 0.37% of 340,000 active;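 active means maximum activity change below -70%; inconclusive means maximum activity change between -70% and -50%; inactive means maximum activity change above -50%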
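U2OS cells were transduced with wild-type KCNH2 virus (2.03 x 10^8 / mL) for 4 h at room temperature, then cultured overnight at 37 C. Thallium flux was read with FluxOr dye. Rate constants were normalized to DMSO controls.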
Giardia killer = kills Giardia lamblia | Giardia lamblia trophozoite viability | activity change, % at 7.66 µM, hits read low | 0.15% of 340,000 active; in the data active means activity change below about -80%; inconclusive means between about -30% and that limit;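 further: parasites exposed to compound for two days anaerobically before the ATP read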
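Luminescence from cellular ATP indicates surviving trophozoites (100 cells/well) following 48 hrs anaerobic compound treatment at 37 deg C; signal develops 15-30 min at room temperature.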
Eya2 inh = blocks the phosphatase activity of human Eya2. O00167. recombinant Eya2, OMFP fluorescence dephosphorylation (OMFP is methylfluorescein phosphate). Potency, µM (highest dose often 76.9 µM), inactives show top-dose activity, negative = inhibition, most hits filed as inhibitors. 0.006% of 330,000 active. AID 488837; further: potency means the concentration at half of the fitted maximal effect
Target sequence (O00167 whole entry, looked up): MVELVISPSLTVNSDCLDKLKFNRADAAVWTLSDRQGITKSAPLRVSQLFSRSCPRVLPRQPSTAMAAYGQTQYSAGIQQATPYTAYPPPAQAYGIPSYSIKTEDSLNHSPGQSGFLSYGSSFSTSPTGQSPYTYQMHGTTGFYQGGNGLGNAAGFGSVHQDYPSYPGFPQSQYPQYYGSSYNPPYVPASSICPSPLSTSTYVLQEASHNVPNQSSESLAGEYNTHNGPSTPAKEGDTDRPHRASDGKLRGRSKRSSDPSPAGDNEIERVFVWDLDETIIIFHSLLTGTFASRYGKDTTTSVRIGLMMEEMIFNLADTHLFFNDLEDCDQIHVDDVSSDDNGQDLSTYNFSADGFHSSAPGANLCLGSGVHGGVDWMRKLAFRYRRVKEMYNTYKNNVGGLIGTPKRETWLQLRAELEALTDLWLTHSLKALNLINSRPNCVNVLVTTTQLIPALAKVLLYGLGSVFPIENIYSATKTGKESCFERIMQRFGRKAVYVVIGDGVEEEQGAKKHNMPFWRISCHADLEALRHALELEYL
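Eya2 (0.2 uM) preincubated 10 min at ambient with compound, then OMFP substrate added at 50 uM; 10 min reaction in 50 mM HEPES pH 7.5, 50 mM NaCl, 5 uM MgCl2, 0.05% BSA, 1 mM DTT. Fluorescence read at Ex 485/Em 525 nm.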
USP2a block = USP2a (human) protease inhibition | Potency, µM (series often up to 38.3 µM), for the others: at the top dose activity change, negative = inhibition, actives largely listed as inhibitors | O75604 | USP2 core, Ub-CHOP2 coupled fluorogenic reporter, 485/531 | AID 463254 | 0.01% of 330,000 active;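 further: potency means the concentration at half of the fitted maximal effect; plate controls were DMSO wells for no effect and full inhibition by NEM control for full effect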
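Cell-free coupled assay: 10nM USP2 core preincubated 30min RT with compound in Tris-HCl pH 8.0/CaCl2/CHAPS buffer, then 25nM Ub-CHOP2 and 25nM reporter substrate; fluorescence (Ex 485/Em 531) read after 60min RT, normalized to NEM inhibition, concentration-response curves fitted.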
B2AR arrestin = agonists driving beta-arrestin recruitment to human beta2-adrenergic receptor; P07550; AID 492947; 0.02% of 330,000 active; beta-arrestin recruitment to beta2AR, cell-based reporter; Potency, µM (highest dose often 46.1 µM), for the others: at the highest dose activation, most hits filed as activators;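 further: potency means the concentration at half of the fitted maximal effect; 0% = DMSO controls and full agonism = EC100 isoproterenol or metaproterenol; nearly all actives have a fitted effect of over 65% in size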
An asterisk follows results filed as active; ? = inconclusive; . = not tested or not shown; & = joins results of further samples; [ ] = another dose, or the depositor's remark. Unless noted, the call rests on the fitted dose curve; in most records, active means well fitted curve in the direction sought with a large enough effect; inconclusive means small, poorly fitted or top-dose-only effect, or another doubt; inactive means no such curve, though single readings can be large; an effect the other way counts as inactive or inconclusive. Unless noted, on the % scale 0 is the no-effect control and ±100 the full control effect.

Compound,KCNH2 3.1 block,GALK inhibitor,PKM2 activator,uPA surface inh,BCR signal inh,FBPA coupling cs,hERG WT inh,Giardia killer,Eya2 inh,USP2a block,B2AR arrestin
CCOC(=O)C1CCCN(C(=O)COc2ccc(S(=O)(=O)N(CC)c3ccccc3)cc2)C1 (stereo unspecified),-10,-1%,1%,1%,5%,2,8,-9,0%,-2%,-0.1%
COc1ccc(C(=O)N2CCN(c3cnn(-c4ccccc4)c(=O)c3Cl)CC2)cc1,-4,11%,-6%,17%,0%,5,11,20,7%,0%,-0.3%
COc1ccc(OC)c(S(=O)(=O)N2CCC(NC(=O)c3ccccc3)CC2)c1,24,5%,.,42%[activator],-3%,-3,0,18,-4%,-2%,4.9%
COC(=O)C1=C[C@@H](C(=O)OC)C2C3=C(C(=O)C24CCCCC4)[C@H](C)n2c(=O)n(-c4ccccc4)c(=O)n2[C@@H]3C1 (stereo partly specified),3,.,.,16%,.,0,0,-18&-20,.,.,.
O=C(CC(=O)Nc1ccc(F)cc1F)Nc1ccc(F)cc1F,9,-1%,.,2%,0%,0,-1,23,14%,3%,0.1%
CCc1nc2c(cnn2-c2ccc(F)cc2)c(=O)n1-c1ccc(N2CCC(C)CC2)cc1,13,2%,1%,5%,0%,-2,-9,17,11%,-1%,-0.2%
COc1ccccc1NC(=O)c1ccc(NC(=O)COC(=O)c2ccc(O)cc2)cc1,12,.,.,26%,-2%,.,-4,3,10%,1%,0.1%
O=C(O)CCCNC(=O)Nc1ccccc1,-8,.,0%,2%,?,-3,0,3,5%,1%,-0.8%
Cc1nc2cc(C(=O)O)ccc2n1C1CCCCC1,-7,-6%,2%,2%,-3%,-3,-1,7,3%,5%,0.4%
Cc1c(Cl)cccc1NC(=S)N1CCc2ccccc2C1,-6,0%,0%,0%,-6%,-1,0,8,-26%,0%,-0.4%
COc1ccc(OCC(=O)O/N=C(\N)c2ccc(OC)cc2)cc1,-9,-1%,-1%,1%,-11%,-1,-12,-2,-3%,0%,0.4%
COc1cc(CNC(C)(C)CO)cc(Br)c1OCc1ccc(Cl)cc1Cl,-48,0%,4%,4%,-19%,0,0,-4,-13%,-9%,-1.2%
O=C(CNS(=O)(=O)c1ccc(F)cc1)N1CCN(c2ccc(F)cc2)CC1,2,1%,6%,1%,-5%,3,19,13,-4%,1%,0.1%
CC(=O)OCC(=O)Nc1c(C)cc(C)cc1C,17,-1%,1%,3%,-4%,1,-6,-10,6%,-2%,0.0%
CCOc1ccccc1OCC(=O)NNC(=O)Cn1cnc2c1c(=O)n(C)c(=O)n2C,-10,-1%,0%,.,4%,5,6,2,-7%,3%,0.2%
Cc1ccc(S(=O)(=O)N2CCN=C2SC(C)c2ccccc2)cc1 (stereo unspecified),.,5%,-3%,0%,0%,.,2,-21,8%,2%,-1.7%
CNc1nc2c(-c3ccc(Cl)cc3)nnn2c2ccccc12,-8,-2%,.,-42%,?,-1,0,-5,?,3%,-0.6%
O=C(CNC(=O)c1ccc(F)cc1)c1ccccc1,26,8%,0%[11.5 µM],-28%,?,4,-1,-8,-12%,2%,-0.5%
O=C(CSc1ccccc1)NC1=NCCS1,0,4%,3%,0%,0%,0,-1,-2,-2%,0%,3.9%
Cc1ccc(-c2cn(CCC(=O)O)c(-c3ccc(Cl)nc3)n2)cc1,4,.,.,9%,6%,.,5,?,-11%,0%,0.1%

An excerpt from above in order of SMILES length, high to low.
Compound,KCNH2 3.1 block,GALK inhibitor,PKM2 activator,uPA surface inh,BCR signal inh,FBPA coupling cs,hERG WT inh,Giardia killer,Eya2 inh,USP2a block,B2AR arrestin
CCOC(=O)C1CCCN(C(=O)COc2ccc(S(=O)(=O)N(CC)c3ccccc3)cc2)C1 (stereo unspecified),-10,-1%,1%,1%,5%,2,8,-9,0%,-2%,-0.1%
O=C(CC(=O)Nc1ccc(F)cc1F)Nc1ccc(F)cc1F,9,-1%,.,2%,0%,0,-1,23,14%,3%,0.1%
CC(=O)OCC(=O)Nc1c(C)cc(C)cc1C,17,-1%,1%,3%,-4%,1,-6,-10,6%,-2%,0.0%
O=C(O)CCCNC(=O)Nc1ccccc1,-8,.,0%,2%,?,-3,0,3,5%,1%,-0.8%

Next section.
Compound,KCNH2 3.1 block,GALK inhibitor,PKM2 activator,uPA surface inh,BCR signal inh,FBPA coupling cs,hERG WT inh,Giardia killer,Eya2 inh,USP2a block,B2AR arrestin
NS(=O)(=O)c1ccc(NC(=O)Nc2ccc(S(N)(=O)=O)cc2)cc1,13,1%,6%,2%,11%,1,1,6,2%,2%,-1.3%
CCC(c1nnnn1Cc1ccccc1)N1CCN(C(=O)c2ccco2)CC1 (stereo unspecified),11,7%,0%,6%,-1%,2,-3,10,-7%,3%,0.0%
Cc1ccsc1C(=O)N1CC(=O)Nc2ccccc21,-2,8%,9%,-13%,1%,-1,5,11,3%,-2%,0.1%
COc1ccc(NC(=S)N2CCC(NC(=O)c3ccc(F)cc3)CC2)cc1,-1,1%,0%,-2%,-1%,2,-3,0,5%,0%,0.3%
Cc1nn(CCc2n[nH]c(=S)n2-c2ccc(F)cc2)c(C)c1[N+](=O)[O-],-6,1%,-14%,.,-6%,1,-18,-15,10%,1%,-0.3%
O=c1cc(CO)occ1OCc1cccc(F)c1,-5,-1%,-1%,3%,6%,-1,-4,-9,-1%,2%,-0.2%
CCOC(=O)[C@@H]1[C@H]2COc3ccc(Br)cc3[C@@H]2N2C(=O)N(c3cccc(F)c3)C(=O)[C@@]12C,-6,.,11%,7%,?,3,-8,-1,5%,1%,0.4%
CCOC(=O)c1c(C)[nH]c(C(=O)OCC(=O)NC(C)C)c1C,5,-2%,1%,.,?,-14,26,-1,-17%,4%,-0.4%
COC(=O)c1cc2c(s1)-c1ccc(OC)cc1CC2,-40,4%,-19%,6%,?,0,-4,-22,-1%,0%,-0.8%
CCCCNC(=O)NNC(=O)C1CC1(c1ccccc1)c1ccccc1 (stereo unspecified),-17,.,.,-14%,-3%,2,-9,3,-11%,1%,-0.9%
CCN(CC(=O)NCc1ccc(Cl)cc1)C(=O)CNS(=O)(=O)c1ccc(NC(C)=O)cc1,11,-6%,2%,-5%,9%,.,-6,-9,-12%,1%,-0.6%
Cc1ccc2c3c(c(SCC(=O)Nc4nccs4)nc2c1)CCCC3,.,4%,-1%,.,-2%,5,.,.,-5%,2%,-0.6%
Cc1nnsc1C(=O)NCc1c(F)cccc1Cl,-7,6%,3%,-5%,-6%,1,-4,16,-25%,-1%,-0.8%
CCOc1cc(/C=N/NC(=O)c2cc(C)n(-c3ccc(F)cc3)c2C)ccc1O,-7,.,-1%,0%,-15%,-1,-10,-17,-3%,2%,-0.3%
Cc1ccc(Oc2ccccc2)c(NC=O)c1,-2,1%,3%,-9%,?,1,4,0,2%,0%,0.3%
CCS(=O)(=O)Nc1cccc(C2=NN(S(=O)(=O)CC)C(c3cccs3)C2)c1 (stereo unspecified),11,1%,.,-3%,1%,.,3,4,-1%,1%,-1.0%
CC(C)CCN1CCN=C1Nc1ccccc1,-1,.,0%,5%,2%,1,-3,8,10%,1%,0.5%
CC(=O)Nc1ccc(N(C(=O)c2cnccn2)C(C(=O)NC2CCCCC2)c2ccc(O)cc2)cc1 (stereo unspecified),7,-2%,1%,4%,-3%,2,1,-10,20%,-1%,0.0%
O=C(Nc1cccc2ccccc12)N1N=CCC1c1ccccc1 (stereo unspecified),-11,-1%,3%,-2%,-1%,0,1,1,9%,4%,?
Cc1noc(C)c1S(=O)(=O)Nc1ccc(C(=O)N2CCN(c3cccc(Cl)c3)CC2)cc1,-4,0%,?,-5%,?,9,1,-6,-11%,3%,0.2%

High-throughput results: PubChem, National Center for Advancing Translational Sciences (NCATS)
